# D1 potentiator: potentiators of human D1 dopamine receptor; P21728; HEK293 TREx D1 cells, calcium flux, dopamine EC20 potentiation; 360,000 tested, 0.036% active; potentiation, % at 10 µM; in the data active means potentiation above about 30%; further: 0% is about no effect
# Target sequence (P21728 whole entry, looked up): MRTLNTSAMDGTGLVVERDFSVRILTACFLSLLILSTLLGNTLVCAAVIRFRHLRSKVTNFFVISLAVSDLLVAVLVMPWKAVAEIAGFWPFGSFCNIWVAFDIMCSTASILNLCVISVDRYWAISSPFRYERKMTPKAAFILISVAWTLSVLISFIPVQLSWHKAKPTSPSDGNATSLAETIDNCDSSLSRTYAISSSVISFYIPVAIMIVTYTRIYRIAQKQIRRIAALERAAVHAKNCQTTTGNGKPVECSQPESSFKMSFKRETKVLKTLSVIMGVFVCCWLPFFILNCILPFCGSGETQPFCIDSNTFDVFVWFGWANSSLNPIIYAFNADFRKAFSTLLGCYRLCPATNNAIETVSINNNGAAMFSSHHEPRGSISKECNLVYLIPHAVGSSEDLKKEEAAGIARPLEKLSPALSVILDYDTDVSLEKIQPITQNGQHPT
# TRHR PAM: allosteric enhancers of human TRH receptor; P34981; 360,000 tested, 0.66% active; AID 493056; enhancement, % at 2 µM; TRHR cells, fluo-8 calcium fluorescence, EC20 TRH enhancement; in the data active means enhancement above about 30%; further: 0% is about no effect
#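 Enhancer read-out: after compound pinning and an initial kinetic agonist-mode read, an EC20 of TRH (10 nM final) was injected and fluo-8 calcium signal (Ex 480/Em 530) followed at 1 s/cycle for 100 cycles in TRHR-expressing cells.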
# RXFP1 agonist: agonists of human relaxin receptor RXFP1. Q9HBX9. HEK293T-RXFP1 cAMP TR-FRET, 30 min; response scale: percent of porcine relaxin response, buffer zero. Potency, µM (doses to about 57.5 µM), for the others: top-dose activation, usual class: activators. 370,000 tested, 0.3% active; active means well fitted activation curve with a large enough effect; inconclusive means small, poorly fitted or top-dose-only effect; further: potency means the concentration at half of the fitted maximal effect; on the % scale 0 is the no-effect control and ±100 the full control effect; nearly all actives have a fitted effect of over 60% in size; many of its hits are not listed in these tables
#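 HEK293 cells stably expressing RXFP1, treated 30 min at 37C with compounds plus PDE4 inhibitor Ro 20174; cAMP measured by HTRF TR-FRET. Normalized to buffer and 29 nM porcine relaxin; EC50 by Hill fit.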
# D2 antagonist: D2 dopamine receptor (human) antagonism | P14416 | HEK293 TREx D2 cells, calcium flux, dopamine EC80 | inhibition, % at 10 µM | 340,000 tested, 2% active; in the data active means inhibition above about 30%; further: 0% is about no effect
# Target sequence (P14416 whole entry, looked up): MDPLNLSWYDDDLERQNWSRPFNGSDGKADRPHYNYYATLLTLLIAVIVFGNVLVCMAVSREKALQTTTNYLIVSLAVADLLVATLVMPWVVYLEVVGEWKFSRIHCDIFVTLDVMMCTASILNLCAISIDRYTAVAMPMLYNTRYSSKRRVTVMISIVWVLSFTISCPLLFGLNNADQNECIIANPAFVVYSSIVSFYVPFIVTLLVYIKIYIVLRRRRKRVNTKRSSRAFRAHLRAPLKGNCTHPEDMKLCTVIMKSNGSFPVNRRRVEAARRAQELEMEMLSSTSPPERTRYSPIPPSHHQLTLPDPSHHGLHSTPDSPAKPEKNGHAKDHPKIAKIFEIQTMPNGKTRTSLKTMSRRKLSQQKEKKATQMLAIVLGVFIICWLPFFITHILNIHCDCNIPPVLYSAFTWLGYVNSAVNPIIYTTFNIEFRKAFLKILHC
#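 Cells plated overnight at 30 C with tetracycline; no-wash calcium dye, 30–90 min RT; 10 s baseline; compound pinned; 180 s read; EC80 dopamine added; another 180 s read.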
# D2 potentiator: positively modulates the human D2 dopamine receptor allosterically; P14416; HEK293 T-REx D2, calcium flux, EC20 dopamine potentiation; potentiation, % at 10 µM; 340,000 tested, 0.34% active;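 active means potentiation over 3 SD above the plate norm, cut at about 30% in these data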; further: 0% is about no effect
#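 Potentiation of an EC20 dopamine calcium response is measured in a force-coupled, tetracycline-inducible Hek293 Trex D2 line. Compound-only kinetic reads over 180 s flag agonists before dopamine addition.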
# D2 agonist: agonists of human D2 dopamine receptor | P14416 | HEK293 T-REx D2 cells, calcium flux agonist mode | activation, % at 2 µM | 340,000 tested, 0.53% active | AID 485358;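 active means activation over 3 SD above normal in the single-dose calcium agonist read, cut at about 30% in these data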; further: 0% is about no effect
#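 Tetracycline-induced HEK293 Trex cells with D2 receptor force-coupled to calcium signaling, plated overnight at 30 C and loaded with no-wash calcium dye. Calcium flux read kinetically for 180 s after compound addition; responses flag agonists.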
# RXFP1 antagonist: antagonists of human relaxin receptor RXFP1 | Q9HBX9 | HEK293-RXFP1, relaxin-stimulated cAMP HTRF, 30 min; stronger effect = lower value | activity change, negative = inhibition, % at 57.5 µM | 350,000 tested, 0.59% active | AID 1259400;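 active means activity change of -60% or lower, but not beyond a set lower limit; inconclusive means change between -60% and -40%, or beyond the set limit; inactive means change above -40%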; further: on the % scale 0 is the no-effect control and ±100 the full control effect
# D1 agonist: human D1 receptor agonism | HEK293 T-REx D1 cells, calcium flux, agonist mode | activation, % at 2 µM | 360,000 tested, 1% active | AID 504660; in the data active means activation above about 30%; further: 0% is about no effect
#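 Tetracycline-induced HEK293 TREx D1 cells, force-coupled to calcium signalling, were dye-loaded with a no-wash calcium kit. Compound was pin-added after a 10 s baseline. Fluorescence was read kinetically at 1 cycle/s for 180 s, with calcium rises flagged as agonism.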
# D1 antagonist: blocks dopamine activation of the human D1 receptor | P21728 | HEK293 TREx D1 cells, calcium flux, dopamine EC80; stronger effect = lower value | activity change, negative = inhibition, % at 10 µM | 360,000 tested, 3.2% active | AID 504652; in the data active means activity change below about -30%; further: on the % scale 0 is the no-effect control and ±100 the full control effect
#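 Antagonism measured as reduced calcium response to an EC80 dopamine addition following 180 s compound pre-read; cells were inducible HEK293 Trex D1 plated overnight at 30 C, read kinetically at 1 cycle/sec.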
# Numbers without * were called inactive; ? = inconclusive; · = no result given; & = joins results of further samples. An excerpt; count on the stated rates, not on these rows.
# Preview, 2 compounds:
SMILES,D1 potentiator,TRHR PAM,RXFP1 agonist,D2 antagonist,D2 potentiator,D2 agonist,RXFP1 antagonist,D1 agonist,D1 antagonist
O=C(c1cccc(N2C(=O)C3C4C=CC(C4)C3C2=O)c1)N1CCCCCC1 (stereo not drawn),-2,7,2.4%,-5,0,0.2,-4,4,-8
Cc1ccc(CN(C(=O)COc2ccc(Cl)cc2C)C2CCS(=O)(=O)C2)o1 (stereo not drawn),1,1,0.9%,·,-4,6.3,-6,2,-3

# The list itself (from the top)
SMILES,D1 potentiator,TRHR PAM,RXFP1 agonist,D2 antagonist,D2 potentiator,D2 agonist,RXFP1 antagonist,D1 agonist,D1 antagonist
O=C(c1cccc(N2C(=O)C3C4C=CC(C4)C3C2=O)c1)N1CCCCCC1 (stereo not drawn),-2,7,2.4%,-5,0,0.2,-4,4,-8
Cc1ccc(CN(C(=O)COc2ccc(Cl)cc2C)C2CCS(=O)(=O)C2)o1 (stereo not drawn),1,1,0.9%,·,-4,6.3,-6,2,-3
CCCCCCCCCCCCCCCC[n+]1ccc(C(N)=O)cc1,-10,-13,1.1%,-7,9,-3.7,-12,26,-20
CC1CCC(NC(=O)CCNS(=O)(=O)c2ccc3c(c2)CCC(=O)N3)CC1 (stereo not drawn),1,-7,6.0%,-9,-10,0.3,-9,1,7
COc1ccc(NC(=O)CSCC(=O)NCc2cccc(C(F)(F)F)c2)cc1,-1,4,-0.6%,-42,6,1.5,6,1,-2
COC(=O)c1ccc(-c2csc(NC(=O)c3c(C)noc3C)n2)cc1,-9,18,5.1%,7,-2,-0.3,?,1,-2
O=C(Nc1ccccc1NC(=O)c1ccccc1F)c1ccccc1F,-6,-4,-0.1%,29,13,0.2,13,1,-6
CC[C@]1(c2ccccc2C)ON(c2ccccc2C(F)(F)F)C1=O,-1,24,0.7%,7,8,-0.7,·,2,·
O=S(=O)(CCOc1ccccc1)c1nc2ccccc2[nH]1,3,-1,-0.7%,13,-12,-2.2,1,22,-17
O=C(O)c1cn[nH]c1-c1cccc([N+](=O)[O-])c1,-5,-5,1.8%,-15,-2,0.1,-11,2,-6
CCN(CC)CCOC(=O)C1(c2ccc([N+](=O)[O-])cc2)CCCC1,-4,4,2.4%,25,-9,-1.1,·,2,9
O=C(NN1C(=O)C2C(C1=O)C1C=CC2C12CC2)c1ccc(Cl)cc1 (stereo not drawn),-2,-2,2.0%,9,-1,0.5,-18,1,0
CC1CCN(C(=O)Cn2c(=O)n(-c3ccc(F)cc3)c(=O)c3sccc32)CC1,-5,8,1.3%,5,·,-0.2,1,1,3
N#Cc1c(-c2cccs2)nc(SCC(=O)c2ccc(Br)cc2)[nH]c1=O,-2,-1,?,9,3,-0.5,22,27,-15
Cc1ccccc1NC(=O)NCC1CCN(c2ccc(S(=O)(=O)N3CCOCC3)cc2)CC1,-4,11,0.5%,-5,-6,-0.1,4,0,2
Cc1ccccc1NC(=O)C12CC3CCC1(C)C3(C)CO2 (stereo not drawn),0,1,1.4%,-3,4,-0.6,-10,-2,18
CCN(CC)c1ccc(CNc2nc3ccccc3n2C(C)C)cc1,-4,-4,7.9%,-7,-18,1.0,3,11,-3
CCCNC(=O)N1CCN(Cc2ccco2)CC1,-2,7,1.3%,10,4,-0.3,1,1,1
Cc1ccc(C(C(=O)NCC2CCCO2)N(C(=O)c2snc(C(N)=O)c2N)c2ccc(C)c(C)c2)o1 (stereo not drawn),-4,-8,2.0%,-3,-3,-1.9,-76*,1,-1
COc1ccc(-c2nc(CN3CCN(Cc4cccc(F)c4)CC3)c(C)o2)cc1,2,9,-1.1%,6,-6,1.3,-2,-3,4

# Sorted by number of heavy atoms (smallest number first): 10 of the compounds above.
SMILES,D1 potentiator,TRHR PAM,RXFP1 agonist,D2 antagonist,D2 potentiator,D2 agonist,RXFP1 antagonist,D1 agonist,D1 antagonist
O=C(O)c1cn[nH]c1-c1cccc([N+](=O)[O-])c1,-5,-5,1.8%,-15,-2,0.1,-11,2,-6
CCCNC(=O)N1CCN(Cc2ccco2)CC1,-2,7,1.3%,10,4,-0.3,1,1,1
Cc1ccccc1NC(=O)C12CC3CCC1(C)C3(C)CO2 (stereo not drawn),0,1,1.4%,-3,4,-0.6,-10,-2,18
CCN(CC)CCOC(=O)C1(c2ccc([N+](=O)[O-])cc2)CCCC1,-4,4,2.4%,25,-9,-1.1,·,2,9
COC(=O)c1ccc(-c2csc(NC(=O)c3c(C)noc3C)n2)cc1,-9,18,5.1%,7,-2,-0.3,?,1,-2
O=C(Nc1ccccc1NC(=O)c1ccccc1F)c1ccccc1F,-6,-4,-0.1%,29,13,0.2,13,1,-6
CC1CCN(C(=O)Cn2c(=O)n(-c3ccc(F)cc3)c(=O)c3sccc32)CC1,-5,8,1.3%,5,·,-0.2,1,1,3
COc1ccc(-c2nc(CN3CCN(Cc4cccc(F)c4)CC3)c(C)o2)cc1,2,9,-1.1%,6,-6,1.3,-2,-3,4
Cc1ccccc1NC(=O)NCC1CCN(c2ccc(S(=O)(=O)N3CCOCC3)cc2)CC1,-4,11,0.5%,-5,-6,-0.1,4,0,2
Cc1ccc(C(C(=O)NCC2CCCO2)N(C(=O)c2snc(C(N)=O)c2N)c2ccc(C)c(C)c2)o1 (stereo not drawn),-4,-8,2.0%,-3,-3,-1.9,-76*,1,-1

# Next part:
SMILES,D1 potentiator,TRHR PAM,RXFP1 agonist,D2 antagonist,D2 potentiator,D2 agonist,RXFP1 antagonist,D1 agonist,D1 antagonist
Cc1ccccc1C(=O)NN1C(=O)CSC1=S,-5,-3,3.9%,15,-5,1.9,3,6,-2
COc1ccccc1-c1c(C)oc2c(CN3CCOCC3)c(O)ccc2c1=O,-4,-6,4.1%,·,·,·,2,-1,-5
CCN1CCCC1CN(Cc1cc2ccc(C)cc2[nH]c1=O)C(=S)Nc1ccc(OC)cc1OC (stereo not drawn),-8,-13,2.2%,14,-22,-0.7,-3,0,6
O=C(Nc1ccc(S(=O)(=O)NC2=NCCCCC2)cc1)c1ccccc1Cl,8,-2,2.7%,4,10,-0.1,10,1,0
COCC(C)NCc1ccccc1C (stereo not drawn),-4,-2,1.5%,-5,-10,0.2,-4,0,5
CC(C)CC(=O)Nc1nnc(S(=O)(=O)N(C)Cc2ccco2)s1,-5,0,4.4%,-16,-6,0.3,-8,2,-26
CCOC(=O)c1cc(-c2ccccc2)sc1NC(=O)c1cc(OC)c(OC)c(OC)c1,12,1,0.0%,4,10,-1.1,-6,1,19
CCC(C)C(=O)Nc1nc2ccc(S(C)(=O)=O)cc2s1 (stereo not drawn),-3,3,-3.3%,1,-5,2.5,-13,2,-9
Cc1ccc(S(=O)(=O)Nc2cccc3ccccc23)cc1,-5,-5,·,·,·,·,·,3,-22
COc1ccccc1-c1noc(-c2ccccc2C(=O)NCC2CCCO2)n1 (stereo not drawn),-5,9,0.6%,-6,6,0.8,5,0,1
CC(C)C(=O)N(Cc1ccccc1)S(=O)(=O)c1ccc2c(c1)oc(=O)n2C,5&-3,6&3,-0.5%&1.0%,2,0&-1,2.6&1.1,1&-3,9&9,-4&-5
NS(=O)(=O)c1ccc(NC(=O)c2ccc(F)cc2F)c(NC(=O)c2ccc(F)cc2F)c1,-1,0,0.6%,-17,11,-0.1,-5,3,1
CC(=O)Nc1cccc(NC(=O)CCNC(=O)c2ccc(Cl)cc2)c1,-4,2,1.3%,-6,9,0.4,-2,1,4
CCn1c(-c2ccccc2Cl)nn(CC(=O)Nc2ccccc2C)c1=S,-4,12,1.2%,16,-19,·,-13,3,-6
N#Cc1cccc(C(c2nnnn2C2CCCC2)N2CCC(Cc3ccccc3)CC2)c1 (stereo not drawn),0,0,0.5%,1,40*,-0.1,-10,0,4
O=C(COC(=O)Cc1ccccc1[N+](=O)[O-])Nc1nnc(-c2ccccc2)o1,-1,3,0.0%,-14,3,-0.1,-13,2,-7
Cc1c(-c2nc(N)nc(Nc3ccccc3F)n2)oc2ccccc12,5,9,0.3%,-22,19,-3.0,26,1,0
CC(=O)N1CCc2c(sc3c2c(=O)n(-c2ccccc2C)c(=O)n3Cc2cccc(F)c2)C1,-5,-9,0.7%,·,-26,-0.1,·,0,-3
CCS(=O)(=O)c1ccc(Sc2nncn2C)c([N+](=O)[O-])c1,-4,6,0.8%,-7,14,-3.3,13,4,-23
CSc1cccc(NC(=O)C2CCN(S(=O)(=O)c3cnc[nH]3)CC2)c1,-4,3,2.9%,-12,-6,0.3,-63*,1,-4
Cc1cc(C(=O)OCC(=O)NCc2ccco2)c(C)n1-c1ccc(F)cc1,-5,5,7.5%,-12,10,-0.2,-3,10,-16
C/C(=N\NC(=O)COc1ccc(C#N)cc1)c1ccccc1OC(F)F,-5,0,-0.9%,4,-12,-0.6,-2,1,-4
COc1ccccc1N1CCN(C(=O)c2ccc(Cl)c(S(=O)(=O)N3CCCC3)c2)CC1,-3,-4,-1.6%,-1,2,-1.0,-29,2,-28
CN1Cc2c(N3CCOCC3)nc(SCCC#N)c(C#N)c2CC1(C)C,-5,0,1.2%,-17,1,-1.0,-4,1,-4
COc1cccc(-n2c(Cc3cc(=O)[nH]c(=O)[nH]3)nnc2SCC(=O)NC2CCCC2)c1,-3,-2,0.8%,-3,6,1.1,·,2,7
O=C(CNS(=O)(=O)c1cccs1)N1CCN(c2ccccc2Cl)CC1,0,-4,0.4%,·,-2,0.7,-7,0,-6
Cc1ccc2nc(SCC(=O)Nc3ccc(C(N)=O)cc3)[nH]c2c1,2,-6,0.0%,8,7,-0.8,-13,1,4
CN(C)c1cccc2c(C=C(C#N)C#N)ccc(N(C)C)c12,-4,-10,0.1%,9,-2,-1.5,-8,-2,10
Cc1ccc(C(C)C)c(OCC(O)CN2CCc3ccccc3C2)c1 (stereo not drawn),0,5,1.2%,-7,-4,1.0,-80*,27,-8
CCOc1cc(NC(=S)NCCc2ccccc2)c(OCC)cc1NC(C)=O,0,1,4.1%,18,2,0.4,-11,2,4
Cc1occc1C(=O)Nc1cccnc1,-8,4,1.4%,-5,9,0.0,4,6,5
CC(C)C[C@H](N)c1cn([C@@H](CCCCN)C(=O)N2CCNCC2)nn1,2,31*,-2.6%,-1,6,0.1,·,0,0
